# Bioassay records: PubChem BioAssay, National Center for Advancing Translational Sciences (NCATS)
# JMJD2A Tudor – blocks the human JMJD2A Tudor domain; O75164; Potency, µM (top dose mostly 114 µM), inactives show top-dose activity change, negative = inhibition, actives largely listed as inhibitors; AlphaScreen JMJD2A-Tudor / H3K4me3 peptide binding; actives 4.4% (n = 390,000); further: potency means the concentration at half of the fitted maximal effect; on the % scale 0 is the no-effect control and ±100 the full control effect; nearly all actives have a fitted effect of over 50% in size
# GLS inhibitor – glutaminase GLS (human) inhibition | O94925 | GLS enzymatic activity, qHTS titration | Potency, µM (top dose mostly 45.5 µM), without a hit: at the highest dose activity change, negative = inhibition, hits mostly inhibitors | actives 0.21% (n = 410,000); further: potency means the concentration at half of the fitted maximal effect; on the % scale 0 is the no-effect control and ±100 the full control effect
#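 hKGA in 45 mM KH2PO4 pH 8.2, 0.02% Tween-20 with pin-transferred compounds; 1 mM L-glutamine (stock) plus glutamate oxidase/HRP/Amplex Red coupling added. Fluorescence read initially and after 30 min at RT.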
# PI4K2A inh – inhibitors of human PI4K2A. activity change, negative = inhibition, % at 76.9 µM. Q9BTU6. AID 1346378. purified PI4K2A, ADP-Glo luminescence, 1 h; hits give low values. actives 0.13% (n = 420,000); in the data active means activity change below about -50%; inconclusive means mostly about -30% to -49%;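 further: -100% = wells without enzyme as full effect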
#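 In this quantitative HTS, ADP production by PI4K2A was quantified luminescently after 1 h at ambient temperature; 100 microM adenosine served as plate-quality control.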
# BAZ2B inh – inhibitors of human BAZ2B bromodomain; Q9UIF8; AlphaScreen BAZ2B-H3K14Ac peptide displacement; Potency, µM (series often up to 114 µM), for inactives: at the top dose activity change, negative = inhibition, most hits filed as inhibitors; actives 4.4% (n = 360,000); AID 504333; further: potency means the concentration at half of the fitted maximal effect; on the % scale 0 is the no-effect control and ±100 the full control effect; nearly all actives have a fitted effect of over 60% in size
#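 Protein-peptide AlphaScreen: BAZ2B 50 nM, b-H3K14Ac 50 nM, 1x PBS pH 7.4 + 0.01% Tween-20. Preincubation 30 min RT; cpd 30 min RT (top 110 uM); beads 20 min RT, light-protected.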
# HP1b chromo inh – blocks HP1-beta chromodomain binding to methylated histone tails. Potency, µM (doses to about 114 µM), for the others: at the top dose activity change, negative = inhibition, usual class: inhibitors. actives 0.56% (n = 390,000). AlphaScreen HP1-beta / biotin-H3K9me3 peptide binding. AID 540317; further: potency means the concentration at half of the fitted maximal effect; nearly all actives have a fitted effect of over 70% in size; inactives centre near 23
# Target sequence (P83916 whole entry, looked up): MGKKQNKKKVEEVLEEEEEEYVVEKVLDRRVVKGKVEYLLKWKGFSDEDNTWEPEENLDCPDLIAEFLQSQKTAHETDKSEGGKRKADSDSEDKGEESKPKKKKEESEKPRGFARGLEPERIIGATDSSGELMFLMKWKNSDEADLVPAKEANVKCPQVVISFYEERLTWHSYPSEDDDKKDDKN
#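 AlphaScreen: HP1-beta (50 nM) preformed 30 min with biotin-H3(1-18)K9me3 peptide (50 nM) in PBS pH 7.4, 0.01% Tween-20. Compound added for 30 min at RT, then streptavidin donor/nickel chelate acceptor beads (10 ug/mL) for 30 min.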
# Pin1 inhibitor – human Pin1 inhibition. Q13526. Pin1 FP peptide displacement, HiFluor488, 10 min. Potency, µM (top dose mostly 115 µM), without a hit: at the highest dose activity, negative = inhibition, hits mostly inhibitors. actives 0.009% (n = 390,000); active means well fitted inhibition curve with a large enough effect in the polarisation, with a control signal flat, not every such curve was filed as active; inconclusive means small, poorly fitted or top-dose-only effect, or effect the other way, or a change in a side signal; inactive means no such curve, though single readings can be large or run the other way; the % refers to the polarisation; further: potency means the concentration at half of the fitted maximal effect; on the % scale 0 is the no-effect control and ±100 the full control effect
# Target sequence (Q13526 whole entry, looked up): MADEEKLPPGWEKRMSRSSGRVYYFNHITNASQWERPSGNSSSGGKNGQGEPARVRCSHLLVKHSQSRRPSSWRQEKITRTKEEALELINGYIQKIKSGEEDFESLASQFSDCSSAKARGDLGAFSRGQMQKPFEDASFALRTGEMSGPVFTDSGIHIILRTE
# POLH inh – inhibitors of human DNA polymerase eta; actives 1.2% (n = 390,000); Potency, µM (doses to about 114 µM), for inactives: at the top dose activity change, negative = inhibition, usual class: inhibitors; recombinant Pol eta, fluorescent DNA replication assay; further: potency means the concentration at half of the fitted maximal effect; on the % scale 0 is the no-effect control and ±100 the full control effect
#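 Pol eta (10 nM) was preincubated with compounds for 15 min at room temperature, after which fluorescent replication substrate (50 nM final) was added to start the reaction. Fluorescence was read kinetically at 0 and 10 min.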
# PGK inhibitor – blocks T. brucei phosphoglycerate kinase. P07378. PGK/GAPDH coupled, Kinase-Glo luminescence, 60 min. Potency, µM (highest dose often 57.5 µM), inactives show top-dose activity change, negative = inhibition, hits mostly inhibitors. actives 0.043% (n = 380,000). AID 602233; further: potency means the concentration at half of the fitted maximal effect; on the % scale 0 is the no-effect control and ±100 the full control effect; nearly all actives have a fitted effect of over 60% in size
# Target sequence (P07378 whole entry, looked up): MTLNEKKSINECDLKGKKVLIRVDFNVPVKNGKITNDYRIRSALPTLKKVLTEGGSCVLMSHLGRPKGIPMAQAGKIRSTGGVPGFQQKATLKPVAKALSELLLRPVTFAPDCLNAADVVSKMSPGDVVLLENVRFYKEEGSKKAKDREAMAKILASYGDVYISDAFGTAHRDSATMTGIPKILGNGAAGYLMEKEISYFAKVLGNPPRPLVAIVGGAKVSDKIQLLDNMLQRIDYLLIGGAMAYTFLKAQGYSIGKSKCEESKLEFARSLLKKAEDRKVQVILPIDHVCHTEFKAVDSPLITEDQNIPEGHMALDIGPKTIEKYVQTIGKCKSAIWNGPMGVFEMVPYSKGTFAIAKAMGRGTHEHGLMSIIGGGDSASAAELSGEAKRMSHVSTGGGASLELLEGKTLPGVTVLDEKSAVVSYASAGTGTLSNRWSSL
#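 Recombinant glycosomal PGK reaction used 1,3-bisphosphoglycerate generated in-well by GAPDH (100nM final) in 100mM TEA pH 7.6, 5mM MgCl2, 0.01% Tween-20. After 60 minutes at room temperature, ATP was read by Kinase-Glo Plus luminescence end-point.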
# G9a block – blocks human histone lysine methyltransferase G9a. G9a H3K9 monomethylation, AlphaScreen, 2 h. Potency, µM (highest dose often 102 µM), inactives show at the top dose activity, negative = inhibition, hits mostly inhibitors. actives 8.8% (n = 350,000); further: potency means the concentration at half of the fitted maximal effect; on the % scale 0 is the no-effect control and ±100 the full control effect; nearly all actives have a fitted effect of over 75% in size
# Target sequence (Q96KQ7 913-1193 limits assumed): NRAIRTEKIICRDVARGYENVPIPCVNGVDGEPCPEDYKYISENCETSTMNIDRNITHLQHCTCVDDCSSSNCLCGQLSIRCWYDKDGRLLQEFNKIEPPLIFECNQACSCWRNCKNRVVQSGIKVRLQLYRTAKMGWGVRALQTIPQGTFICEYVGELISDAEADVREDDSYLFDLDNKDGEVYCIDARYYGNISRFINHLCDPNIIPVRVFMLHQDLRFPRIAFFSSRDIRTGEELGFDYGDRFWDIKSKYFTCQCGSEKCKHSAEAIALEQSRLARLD
#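 AlphaScreen read-out: biotin-H3K9 peptide (500 nM) methylation by 20 nM enzyme with 20 uM SAM, 2 h at room temperature after 15 min compound preincubation; anti-monomethyl H3K9 antibody plus donor/acceptor beads, 10 min dark.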
# * marks the source's active call; other numbers are inactive results; i = inactive; ? = inconclusive; nt = not tested or not shown; [ ] = another dose, or the depositor's remark. Unless noted, the call rests on the fitted dose curve; in most records, active means well fitted curve in the direction sought with a large enough effect; inconclusive means small, poorly fitted or top-dose-only effect, or another doubt; inactive means no such curve, though single readings can be large; an effect the other way counts as inactive or inconclusive. Some of the compounds tested (hit frequency here may not be typical).
# Screens in order: JMJD2A Tudor	GLS inhibitor	PI4K2A inh	BAZ2B inh	HP1b chromo inh	Pin1 inhibitor	POLH inh	PGK inhibitor	G9a block
> COc1ccc(C(C(=O)NC2CCCC2)N(CCCO)C(=O)Cn2nnc(-c3ccc(C)o3)n2)cc1 (stereo not drawn)
→ -9.3%	-4.5%	0.7	23.9%	25.2%	-1.2%	-15.3%	-7.5%	-1.9%
> Cc1ccccc1N1CC(C(=O)Nc2ccc(S(=O)(=O)N3CCCC3)cc2)CC1=O (stereo not drawn)
→ -4.1%	-3.0%	-0.3	11.5%	15.0%	0.4%	-18.2%	-6.5%	20.1%[2.33 µM]
> Cc1cc(Cl)ccc1NNC(=O)CCc1ccccc1
→ -13.2%	?	-0.2	-17.2%	16.8%	-4.3%	-16.3%	-3.7%	28.2µM*
> Cc1ccc(C)c(CN2C(=O)c3ccccc3S(=O)(=O)c3ccc(C(=O)N4CCCC4)cc32)c1
→ -12.8%	7.8%	-1.9	-21.8%	27.8%	-4.9%	nt	nt	1.3%[59 µM]
> Cc1cccc(NC(=S)NC(NC(=O)OCc2ccccc2)C(Cl)(Cl)Cl)c1 (stereo not drawn)
→ -14.0%	1.4%	3.8	5.3%	22.1%	-5.6%	-3.6%	-2.6%	22.0%[59 µM]
> COC(=O)Cn1c(=NC(=O)CSCC(=O)Nc2cc(C)on2)sc2cc(C(=O)OC)ccc21
→ -4.9%	-12.9%	3.0	2.1%	43.5%[activator]	0.0%	-6.5%	-7.6%	4.8%
> CNC(=S)NNc1nc(C)cc(C)n1
→ ?	0.8%	2.5	-16.6%	79.4µM*	0.9%	-18.4%	-0.9%	1.26µM*
> COc1cccc(CN(Cc2ccco2)C(c2ccc(F)cc2)c2nnnn2C(C)(C)C)c1 (stereo not drawn)
→ -13.9%	-3.8%	1.3	21.3%	46.8%[activator]	14.5%	?	i	50.1µM*
> Cc1ccc(S(=O)(=O)N2CCCc3cc(NC(=O)c4ccc(C(F)(F)F)cc4)ccc32)cc1
→ -12.9%	-15.2%	-2.1	-9.6%	21.9%	-0.9%	?	13.5%	12.5%[59 µM]
> Fc1ccccc1Oc1nc(-c2ccncc2)nc2ccccc12
→ -6.0%	-0.6%	4.9	4.6%	37.7%	17.4%	-2.7%	4.2%	nt
> Clc1cccc(-n2ncc3c(NC4CCCCCC4)ncnc32)c1
→ 23.9%	-11.9%	6.2	17.6%	31.9%[activator]	-3.7%	-17.8%	-9.2%	18.8%[59 µM]
> COc1ccc(NC(=O)CCSc2nnc(C)s2)cc1
→ -7.2%	3.0%	0.6	17.1%	25.2%	-5.0%	10.4%	-3.8%	-8.8%[59 µM]
> Cc1ccc(-n2c(CCc3ccccc3)nnc2SCC(=O)NCc2ccccc2)cc1C
→ -27.0%	-4.8%	0.6	-17.9%	12.3%	1.0%	?	-7.4%	-0.7%
> CC(C)(C)c1cc(C(=O)N/N=C/c2ccc(O)cc2)n(-c2ccccc2)n1
→ ?	27.3%	4.8	-11.8%	-0.5%	-0.7%	-17.6%	7.2%	-3.7%[59 µM]
> O=C(Nc1cccc(-c2nnc(-c3ccccc3)o2)c1)c1ccc(Br)o1
→ -24.9%	-1.1%	2.1	-23.9%	-7.0%	25.3%	8.2%	i	-31.2%[12.7 µM]
> Cc1ccc(N(CN2C(=O)C3CC=CCC3C2=O)C(=O)c2ccco2)cc1Cl (stereo not drawn)
→ -16.0%	9.1%	6.3	-6.9%	21.2%	0.2%	?	2.9%	-75.1%
> COc1ccc2oc(-c3ccncc3)cc(=O)c2c1
→ -11.0%	-1.0%	-7.1	nt	11.4%	-4.4%	-15.7%	-12.9%	nt
> O=C1CC2(CCN(S(=O)(=O)c3ccccc3)CC2)Oc2ccccc21
→ -11.0%	5.3%	1.4	8.1%	12.8%	1.9%	-16.1%	-8.7%	9.5%[0.501 µM]
> Cc1c(C(=O)Nc2nccs2)oc2ccc(Br)cc12
→ -7.6%	1.8%	-2.6	nt	18.0%	49.1%[activator]	5.8%	-2.1%	nt
> CC(=O)Nc1ccc(NC(=O)C(c2ccccc2)c2ccccc2)cc1
→ -3.3%	-0.5%	2.4	1.6%	36.8%	0.5%	-2.1%	-4.9%	21.3%
> COc1ccc(CN(C)CCCn2cnc3c(OC)ncnc32)cc1OC
→ nt	0.9%	-5.5	nt	nt	nt	-6.4%	-1.9%	nt
> COc1ccc2c(c1OC)C(=O)N(c1ccc(C)cc1)C2=O
→ -16.2%	2.8%	-0.1	1.0%	24.3%	-0.4%	-15.8%	-3.1%	nt
> Cc1cccc(C(=O)OCC(=O)c2c(N)n(CC(C)C)c(=O)n(C)c2=O)c1[N+](=O)[O-]
→ -11.6%	3.6%	2.3	0.2%	2.2%	8.7%	-25.2%	-3.7%	-1.0%[59 µM]
> O=C(Cc1coc2cc(O)ccc12)N1CCN(S(=O)(=O)c2ccc(Br)cc2)CC1
→ -33.2%	-1.5%	2.8	nt	-0.6%	2.3%	-8.9%	i	nt
> CC[n+]1ccc(C)c2cc(SC(F)(F)F)ccc21
→ -22.2%	-0.1%	-3.0	-16.9%	59.7%[activator]	6.0%	-5.6%	i	7.94µM*
> Cn1c(COc2ccccc2C(C)(C)C)nc2ccccc21
→ 21.5%	-0.7%	0.3	-4.7%	65.4%[activator]	4.2%	-24.0%	i	-0.1%[59 µM]
> CCn1c(SCCC(=O)Nc2ccccc2)nnc1-c1ccc(OC)cc1
→ -17.9%	4.8%	-15.5	2.9%	13.9%	-0.7%	-13.3%	-9.0%	-7.2%[59 µM]
> Cc1ccc(N2CCN(C(=S)c3ccc(-c4cccc([N+](=O)[O-])c4)o3)CC2)cc1
→ ?	5.4%	-3.8	?	?	-1.7%	-0.7%	-5.1%	8.91µM*
> Cc1ccc(C)c(N2CCN(CC3CCCCC3)CC2)c1
→ 11.2%	4.2%	-1.0	-2.8%	44.3%	?	-21.0%	-4.9%	9.0%
> COc1ccccc1N1CCN(C(=O)c2ccc(Nc3nc4ccccc4n4nnnc34)cc2)CC1
→ -18.5%	-0.8%	-10.0	0.9%	21.7%	25.8%	?	-3.2%	7.3%[59 µM]
> O=C(COC(=O)c1cccnc1Cl)Nc1cc(S(=O)(=O)N2CCCCC2)ccc1Cl
→ -19.9%	3.4%	2.9	-16.0%	14.3%	9.1%	-8.0%	i	?
> Nc1ccc2nc(SCc3cccc(F)c3)sc2c1
→ -32.9%	-0.6%	-1.4	nt	-6.6%	0.7%	-10.4%	-7.9%	44.7µM*
> CCOC(=O)Cn1cnc2c(nnn2-c2ccccc2)c1=O
→ -0.7%	-8.9%	-0.1	11.1%	53.5%[activator]	0.6%	-25.2%	-4.8%	17.1%
> COc1cc(C(=O)OCC(=O)Nc2ccc(C)cc2)cc(OC)c1OC
→ -16.7%	-4.7%	9.6	-1.3%	70.6%[activator]	2.7%	-15.0%	-4.7%	18.6%
> O=C(NNC(=O)c1ccc([N+](=O)[O-])cc1Cl)c1ccncc1
→ -18.1%	-8.5%	-0.5	-4.9%	28.2%	0.4%	-8.3%	-6.6%	?
> OC(CN1CCN(Cc2ccc3c(c2)OCO3)CC1)c1c[nH]c2ccccc12 (stereo not drawn)
→ -25.3%	-18.8%	3.5	-0.2%	2.3%	7.1%	5.7%	-1.3%	15.9%[0.501 µM]
> COc1ccc(CCNC(=O)C2COc3ccccc3O2)cc1OC (stereo not drawn)
→ -1.4%	-9.9%	0.3	nt	48.2%[activator]	8.5%	-6.5%	-2.4%	nt
> Cc1cc(OC(=O)c2c(F)cc(F)cc2F)nc(C)n1
→ -5.6%	11.5%	-8.6	-13.0%	56.2%[activator]	-4.3%	0.8%	10.1%	-25.2%
> COc1ccccc1CNC(=O)[C@H](Cc1c[nH]c2ccccc12)NC(=O)[C@@H]1Cc2ccccc2CN1
→ -27.2%	2.5%	5.6	?	26.1%	10.0%	-16.1%	-6.9%	12.6µM*
> O=c1c2ccsc2ncn1Cc1cccc(C(F)(F)F)c1
→ -2.9%	10.7%	-2.9	1.9%	19.3%	0.9%	-10.9%	1.8%	1.1%[59 µM]
> NC1=NC(=O)C(c2ccccc2)C(=O)N1 (stereo not drawn)
→ -6.9%	8.2%	-0.6	nt	-1.8%	-0.4%	-9.8%	-9.6%	nt
> CSc1ncc(C(=O)Nc2cccc(Cl)c2C)c(-c2ccccc2)n1
→ -28.7%	-1.7%	-2.4	2.8%	20.4%	15.1%	-6.0%	-0.4%	-6.1%[59 µM]
> O=C(C1CCN(S(=O)(=O)c2ccc(-n3cnnn3)cc2)CC1)N1CCN(c2ccccc2)CC1
→ 1.9%	31.3%[activator]	1.9	9.0%	18.3%	3.6%	-7.6%	i	-4.5%[12.7 µM]
> O=c1[nH]c(=S)[nH]c2sccc12
→ 3.55µM*	7.6%	-2.1	-28.8%	?	1.5%	13.5%	-8.9%	10µM*
> COc1ccc(N2CCN(C(=O)C3CCC(Cn4c(=S)[nH]c5ccccc5c4=O)CC3)CC2)cc1 (stereo not drawn)
→ ?	19.0%	0.2	?	?	1.6%	-11.3%	0.8%	?
> COc1ccccc1NC(=O)CSc1nnc(-c2ccccn2)o1
→ -19.1%	2.8%	3.9	-25.8%	32.2%	0.8%	-17.6%	i	7.9%
> Cc1cccnc1CCNC(=O)CCc1nnc(CCc2ccccc2)o1
→ -7.7%	6.3%	4.5	1.7%	13.3%[57 µM]	-0.4%	-9.9%	i	7.6%
> O=C(Nc1ccccc1)c1nc[nH]c1C(=O)NCc1ccccc1
→ -25.7%	14.5%	-1.7	-9.4%	52.4%[activator]	0.6%	-15.4%	5.1%	-3.1%[0.501 µM]
